Source: PubChem BioAssay
CHT allo act = CHT positive allosteric modulators, primary screen, cell-based, membrane potential dye, choline EC20; CHT-expressing cells; hits give high values; LV-AA mutant CHT in HEK293 cells; B-score at 10 µM; actives 0.49% (n = 310,000); AID 488977, 2010;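 active means initial fluorescence not abnormally high and integrated response B-score, plate-corrected, over 3 SD above library mean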
Target sequence (Q9GZV3 whole entry, looked up): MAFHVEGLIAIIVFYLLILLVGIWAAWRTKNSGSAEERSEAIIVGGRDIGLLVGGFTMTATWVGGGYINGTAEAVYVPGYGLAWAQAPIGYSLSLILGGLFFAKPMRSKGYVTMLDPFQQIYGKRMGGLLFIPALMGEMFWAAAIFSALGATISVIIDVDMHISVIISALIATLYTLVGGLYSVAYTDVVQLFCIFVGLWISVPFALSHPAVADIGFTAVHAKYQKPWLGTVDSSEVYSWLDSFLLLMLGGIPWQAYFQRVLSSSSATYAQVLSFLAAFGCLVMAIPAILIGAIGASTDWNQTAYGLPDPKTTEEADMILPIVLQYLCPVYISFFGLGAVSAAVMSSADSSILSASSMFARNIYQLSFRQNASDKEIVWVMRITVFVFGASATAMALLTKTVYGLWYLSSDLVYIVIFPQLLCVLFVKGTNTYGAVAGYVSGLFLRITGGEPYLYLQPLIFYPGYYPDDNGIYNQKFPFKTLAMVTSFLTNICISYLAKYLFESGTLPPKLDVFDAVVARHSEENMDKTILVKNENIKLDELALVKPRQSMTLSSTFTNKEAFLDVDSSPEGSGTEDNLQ
OX1R antag-1 = antagonists of human orexin 1 receptor (OX1R); OX1R-expressing cells, FRET antagonist read-out; inhibition, % at 6.6 µM; actives 1.8% (n = 330,000); AID 485270, 2010; in the data active means inhibition mostly above about 38%, no sharp cut-off; inactive means mostly below about 40%;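 further: 0% = agonist challenge alone and 100% = reference antagonist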
Target sequence (O43613 whole entry, looked up): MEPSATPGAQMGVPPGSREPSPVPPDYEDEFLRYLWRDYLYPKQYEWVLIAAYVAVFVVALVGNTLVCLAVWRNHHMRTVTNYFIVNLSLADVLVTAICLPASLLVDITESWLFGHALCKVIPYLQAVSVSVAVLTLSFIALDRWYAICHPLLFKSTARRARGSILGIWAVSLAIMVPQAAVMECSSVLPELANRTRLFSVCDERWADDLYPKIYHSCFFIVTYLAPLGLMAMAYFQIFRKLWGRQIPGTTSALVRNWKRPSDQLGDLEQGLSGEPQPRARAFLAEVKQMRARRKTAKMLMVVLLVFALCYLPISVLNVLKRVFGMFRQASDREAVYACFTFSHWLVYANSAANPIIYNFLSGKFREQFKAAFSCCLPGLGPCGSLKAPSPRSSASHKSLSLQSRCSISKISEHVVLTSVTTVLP
OX1R antag-2 = OX1R (HCRTR1) antagonists, primary screen, fluorescence, CHO/OX1R cells, Fluo-8 calcium, orexin A; Fluo-8 calcium fluorescence; inhibition, % at 5 µM; actives 0.43% (n = 330,000); AID 434989, 2010;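 active means inhibition above its plate's threshold, mean inhibition of all tested compounds on the plate plus 3 SD, cut at about 37% in these data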;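 further: 0% = orexin A challenge wells and 100% = SB-334867-A antagonist wells; not every result past the cut was called active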
Starred values were filed as active, the others as inactive; i = inactive; · = no result given.

1) CCc1c(C)nc(N)c(C#N)c1-c1ccccc1
2) CCOC(=O)N1CCC(n2c(=S)[nH]c3cc(OCC)c(OCC)cc3c2=O)CC1
3) Clc1ccccc1-c1csc(Nc2cccnc2)n1
4) CCCC(C(=O)NC1CCCC1)N(Cc1ccccc1)C(=O)c1snc(C(N)=O)c1N (stereo unspecified)
5) O=C1c2ccccc2NC(c2ccco2)N1NS(=O)(=O)c1ccccc1 (stereo unspecified)
6) N#CC(c1ccccn1)c1ncc(C(F)(F)F)cc1Cl (stereo unspecified)

assay / compound	1	2	3	4	5	6
OX1R antag-2	-9.1	-26.3	-31.8	-30.1	-24.9	-10.2
OX1R antag-1	2.7	11.6	15.6	20.1	6.6	9.7
CHT allo act	i	i	i	i	i	i

7) CC(SC#N)C(=O)C12CC3CC(CC(C3)C1)C2 (stereo unspecified)
8) COc1cc(OC)cc(-c2c(-c3ccc(F)cc3)c3cc(-c4ccc5[nH]ccc5c4)ccc3n2C)c1
9) CC(=O)Nc1ccc(C(=O)Nc2ccc(S(=O)(=O)N3CCOCC3)cc2)cc1
10) CCOC(=O)c1c(CN2CCN(CCO)CC2)n(C)c2cc(Br)c(OC)cc12
11) Cc1c(C(=O)Nc2ccc3c(c2)OCCO3)sc2nc(-c3ccccc3)cn12
12) C[C@H](NC(=O)c1cc2c([nH]c3ccccc32)c(-c2ccccc2)n1)C(=O)O

assay / compound	7	8	9	10	11	12
OX1R antag-2	-9.1	-4.5	-12.5	-16.5	67.5*	9.7
OX1R antag-1	4.5	-6.3	8.1	14.8	65.6*	7.3
CHT allo act	i	·	i	7.72*	i	i

13) CCOc1ccc(NC(=S)NC2CC3CCC(C2)N3Cc2ccco2)cc1 (stereo unspecified)
14) Cc1ccnc(OC(C(=O)O)C(OCc2ccccc2)(c2ccccc2)c2ccc(C(F)(F)F)cc2)n1 (stereo unspecified)
15) C/C(=N/NC(=O)CNC(=O)COc1ccccc1)c1ccc(Cl)cc1
16) Cc1c(Cl)ccc2c(C(=O)NCCCn3nccc3C)cc(-c3ccccn3)nc12
17) COc1ccc(/C(C)=N/Nc2cc(C(F)(F)F)ccc2Cl)c(OC)c1
18) COc1ccccc1-c1noc(COC(=O)c2ccc(Br)o2)n1

assay / compound	13	14	15	16	17	18
OX1R antag-2	-23.1	-8.0	-10.8	-33.9	-22.9	-21.8
OX1R antag-1	7.5	15.6	4.5	11.6	11.8	3.3
CHT allo act	i	i	i	i	i	·

Entries by screen from above.
CHT allo act, compounds 3–9 → i, i, i, i, i, ·, i
OX1R antag-2, compounds 3–9 → -31.8, -30.1, -24.9, -10.2, -9.1, -4.5, -12.5
OX1R antag-1, compounds 3–9 → 15.6, 20.1, 6.6, 9.7, 4.5, -6.3, 8.1

New compounds follow:
19) Cc1ccccc1Nc1nc(N)nc(CCl)n1
20) CCCN(CCC)CCNC(=O)c1cc2c(-c3ccccc3F)nn(C)c2s1
21) COc1ccc(S(=O)(=O)Nc2ccccc2)cc1
22) CCOc1cc(N2CCOCC2)c(OCC)cc1NC(=O)CN1C(=O)N(C)C2(CCCCC2)C1=O
23) O=C(CCN1CCOCC1)NNC(=O)c1ccc(Cl)c([N+](=O)[O-])c1
24) Cc1cc(C(=O)N/N=C/c2sccc2C)no1

assay / compound	19	20	21	22	23	24
OX1R antag-2	-2.3	-26.5	-17.0	-18.3	-5.0	8.2
OX1R antag-1	-1.3	15.6	14.0	0.5	14.4	11.2
CHT allo act	i	i	i	·	·	i

Next section (2 carried over from the part before).
23) O=C(CCN1CCOCC1)NNC(=O)c1ccc(Cl)c([N+](=O)[O-])c1
24) Cc1cc(C(=O)N/N=C/c2sccc2C)no1
25) O=C(Nc1ccccc1-c1nnc(SCc2ccc(Cl)cc2Cl)o1)c1ccccc1
26) Nn1cnc2cc3ccccc3cc2c1=O
27) CCc1nn(C)c2c(=O)c(=O)c2n(C)[nH]1
28) O=C(O)CCCCCN1C(=O)CSC1=S
29) CCn1c(C)c(C(C)=O)c(N2CCN(c3ccccc3)CC2)nc1=S
30) CC1/C(=N/O)CC(c2ccccc2)N(C)C1c1ccccc1 (stereo unspecified)

assay / compound	23	24	25	26	27	28	29	30
OX1R antag-2	-5.0	8.2	-25.1	-12.1	-2.5	-12.9	-19.8	-6.1
OX1R antag-1	14.4	11.2	6.6	14.8	20.9	13.1	24.5	4.9
CHT allo act	·	i	i	i	i	i	i	i

31) CN1C(=O)/C(=C/c2ccccc2OCc2ccc(F)cc2)N(C)C1=S
32) O=C(/C=C/c1cccnc1)c1ccc(F)c(F)c1
33) Cc1ccc(CNC(=O)c2oc3ccc(S(=O)(=O)N4CCC5(CC4)OCCO5)cc3c2C)cc1
34) CCn1c(SCC(=O)N(C)CC(=O)Nc2ccc(OC)cc2)nnc1-c1ccco1
35) COC(=O)c1ccc(CN2CCN(C3CCCCC3)C(CCO)C2)cc1 (stereo unspecified)
36) Cc1c(CN2CCCCC2C)c(=O)n(-c2ccccc2)n1C (stereo unspecified)

assay / compound	31	32	33	34	35	36
OX1R antag-2	-25.9	-18.4	-18.1	-18.7	-13.2	-5.7
OX1R antag-1	30.2	21.3	35.7	26.0	3.9	9.8
CHT allo act	i	i	i	i	i	i

37) N#C/C(=C(/O)COc1ccc(Cl)cc1)c1nc2ccccc2s1
38) CCOC(=O)N1CCC(N(CCCOC)C(=O)Nc2ccc(CC)cc2)CC1
39) CCCNS(=O)(=O)c1ccc(CCC(=O)N2CCOCC2)cc1
40) COc1ccc(CCNC(=O)C(C)n2nc(C)n3c(cc4occc43)c2=O)cc1OC (stereo unspecified)
41) Cc1cccc(NC(=S)N/C(=N/S(=O)(=O)c2ccccc2)c2ccccc2)c1
42) O=C(Nc1cccc(C(F)(F)F)c1)c1n[nH]c(Cn2cncn2)n1

assay / compound	37	38	39	40	41	42
OX1R antag-2	0.8	-18.8	-10.1	-16.4	-26.4	-6.7
OX1R antag-1	75.6	14.7	2.0	5.5	14.7	7.5
CHT allo act	i	i	i	i	i	i

43) CCNc1nc2c(c(=O)n(C)c(=O)n2C)n1Cc1ccc(Cl)cc1
44) O=C(NCCCCc1ccccc1)C1CC(c2cccc([N+](=O)[O-])c2)=NO1 (stereo unspecified)
45) Cc1cc(=O)[nH]c(SCC2COC3(CCCCC3)O2)n1 (stereo unspecified)
46) O=C(Nc1cc(C(F)(F)F)ccc1Cl)c1cc2nc3c(c(C(F)(F)F)n2n1)CCCC3
47) COc1ccc(S(=O)(=O)N2CCC(C(=O)NCc3ccco3)CC2)cc1C
48) Cc1cc(C)nc(N(C#N)Cc2ccc(Br)cc2)n1

assay / compound	43	44	45	46	47	48
OX1R antag-2	-12.5	-1.5	3.0	-3.6	7.8	-8.5
OX1R antag-1	16.3	27.2	15.3	2.5	6.5	9.0
CHT allo act	i	i	i	i	i	i

49) O=C(Cn1cnc2ccccc2c1=O)N/N=C/c1ccc(Br)cc1
50) Cc1ccc(NC(=S)N2CCSC2c2cccs2)cc1 (stereo unspecified)
51) Cc1ccc(C(=O)Nc2nccs2)cc1S(=O)(=O)N1CCCCC1
52) COc1ccc(Oc2cc(NN3CCCCC3)c([N+](=O)[O-])cc2[N+](=O)[O-])cc1OC
53) Cc1ccc(/C=N/NC(=O)c2cc(C3CC3)nc3ccccc23)o1
54) O=C(NCc1ccccc1)C1CC2CCCC(C1)C2=O (stereo unspecified)

assay / compound	49	50	51	52	53	54
OX1R antag-2	-24.8	-18.5	-32.0	-18.4	-24.4	-15.5
OX1R antag-1	1.5	13.3	19.6	17.1	2.5	0.5
CHT allo act	i	i	i	i	i	i

55) Cn1c(CCc2ccccc2)nnc1SCC(N)=O
56) CC(C)S(=O)(=O)c1csc(NC(=O)Nc2cc(Cl)ccc2Cl)c1Cl
57) CCCC(CCC(=O)NC1CCCCC1)C(=O)O (stereo unspecified)
58) COc1ccc(CCNC(=O)c2ccc3c(c2)N(Cc2ccc(F)cc2)CCS3)cc1OC
59) O=C(CCc1nc(-c2ccccc2)c(-c2ccccc2)o1)OCc1ccc(Br)cc1
60) CC(C)(C)c1ccc(NC(=S)NCCc2ccccn2)cc1

assay / compound	55	56	57	58	59	60
OX1R antag-2	-5.7	-14.7	-6.0	-17.7	-17.9	-21.1
OX1R antag-1	5.2	12.4	1.1	32.5	13.7	23.5
CHT allo act	i	i	i	i	i	i

61) Cc1ccc(OCC(=O)O/N=C(\N)Cc2cccs2)cc1C
62) COc1ccc2c(C(=O)NCc3ccc4c(c3)OCO4)c(-c3ccc(S(C)(=O)=O)cc3)sc2c1
63) Cc1cccc(NC(=O)CSc2nnc(-c3cc(C)[nH]n3)n2N)c1
64) O=C(Nc1ccccc1)OC(CN1CCCCC1)C(F)(F)F (stereo unspecified)
65) CC(C)(O)/C=C/C[C@](C)(O)C1CC[C@]2(C)C1[C@H](O[C@H]1O[C@@H](CO)[C@H](O)[C@@H](O)[C@@H]1O)CC1[C@@]3(C)CC[C@H](O)C(C)(C)C3[C@@H](O)C[C@]12C (stereo partly specified)
66) CC(C)OP(=O)(OC(C)C)C(O)c1ccc(N(C)C)cc1 (stereo unspecified)

assay / compound	61	62	63	64	65	66
OX1R antag-2	-20.6	1.4	-4.4	-7.2	-14.9	-17.7
OX1R antag-1	6.5	4.6	6.6	30.6	2.9	10.4
CHT allo act	i	·	i	i	·	i

67) COc1ccc(N2CCN(C(=O)c3cccs3)CC2)cc1
68) CN(CCCC(=O)NCc1ccco1)S(=O)(=O)c1ccccc1
69) C=CCc1cc(Cl)ccc1OCCN1CC(C)OC(C)C1 (stereo unspecified)
70) CC(=O)Nc1ccc(NS(=O)(=O)c2ccc(C)cc2)c([N+](=O)[O-])c1
71) CN1CCN(c2ccc(NC(=O)c3ccc4c(c3)OCCO4)cc2)CC1
72) COc1c(Cl)cc(Cl)cc1/C=C/C(=O)c1ccc(NC(=O)c2cccs2)cc1

assay / compound	67	68	69	70	71	72
OX1R antag-2	-9.7	0.4	-23.2	-15.6	-8.5	-6.4
OX1R antag-1	14.0	4.7	21.8	22.4	9.3	35.5
CHT allo act	i	i	i	i	i	i

73) CC(=O)Nc1ccc(NC(=O)C(C)Sc2nnc(-c3cccs3)o2)cc1 (stereo unspecified)
74) CCc1ccc(CNC(=O)C2CC(=O)N(CCc3ccc(C)cc3)C2)cc1 (stereo unspecified)
75) CCOc1cc(C(=S)N2CCCCC2)ccc1OCC(=O)NCc1ccccc1
76) CCN(CC)C(=O)CSc1nnc(-c2ccccc2)n1N
77) CC(C)c1c(C(=O)N/N=C/c2ccc(OCc3ccc(F)cc3)cc2)nnn1-c1nonc1N
78) O=C(Nc1ccc(Cl)c([N+](=O)[O-])c1)ONC1=NCCCCC1

assay / compound	73	74	75	76	77	78
OX1R antag-2	-7.3	-18.1	-31.7	-6.8	14.3	-6.1
OX1R antag-1	25.1	5.1	10.0	12.2	15.4	34.1
CHT allo act	i	i	i	i	i	i

Profiles as entered above. Order of values: OX1R antag-2	OX1R antag-1	CHT allo act
Record of `CC(=O)Nc1ccc(NC(=O)C(C)Sc2nnc(-c3cccs3)o2)cc1` (stereo unspecified) : -7.3	25.1	i
Record of `CCN(CC)C(=O)CSc1nnc(-c2ccccc2)n1N` : -6.8	12.2	i

Carrying on:
79) COc1cc(S(=O)(=O)N(C)C)ccc1Br
80) CC1CN(C(=S)SCC(=O)c2ccc(Cl)cc2)CC(C)O1 (stereo unspecified)
81) CC(=O)c1ccc(-n2nncc2-c2ccc([N+](=O)[O-])cc2)cc1
82) Cc1ccccc1-n1nnnc1SCC(=O)NCC1CCCO1 (stereo unspecified)
83) C=CCC[C@H](Cc1ccc(F)cc1)C(=O)OC[C@@H](C)NC(=O)[C@H](CC=C)CC(=O)NCCO
84) Cc1ccc2nc(Cl)c(C3CC(c4cccs4)=NN3S(C)(=O)=O)cc2c1 (stereo unspecified)

assay / compound	79	80	81	82	83	84
OX1R antag-2	1.7	-14.7	-1.7	2.4	-23.4	-0.3
OX1R antag-1	6.6	11.7	56.9	12.2	18.2	16.9
CHT allo act	i	i	i	i	·	i

85) O=S(=O)(c1ccc(F)cc1)N1CCN=C1SCc1cccnc1
86) CCOC(=O)Nc1ccc(S(=O)(=O)Nn2cnnc2)cc1
87) CC1CCCCC1NC(=O)Cn1cc([N+](=O)[O-])ccc1=O (stereo unspecified)
88) CCOC(=O)C1CCN(C(=O)NS(=O)(=O)c2ccc(C)cc2)CC1
89) CN(CC(=O)Nc1ccccc1C(F)(F)F)C(=O)c1cc2c(s1)CCCCC2
90) O=C1C2CCCN2C(c2ccc(Cl)cc2)N1c1nccs1 (stereo unspecified)
91) CN(C)S(=O)(=O)c1ccc(N2CCCC2)c(C(=O)N2CCN(c3ccc([N+](=O)[O-])cc3)CC2)c1
92) Cc1cccc2c1c(N=NC(N)=S)c(O)n2C1OC(CO)C(O)C(O)C1O (stereo unspecified)

assay / compound	85	86	87	88	89	90	91	92
OX1R antag-2	-28.7	-15.0	-7.2	1.7	-36.8	-25.2	-19.0	-5.6
OX1R antag-1	1.5	-5.6	14.8	7.2	35.6	30.2	15.2	19.0
CHT allo act	i	i	·	i	i	i	i	i
